Screens (PubChem BioAssay)
Cav3 T inh: inhibitors of human Cav3.2 T-type calcium channel. B-score at 10 µM. 100,000 tested, 4% active. Cav3.2-expressing cells, Fluo-4 calcium fluorescence FDSS; active compounds read low. AID 449739. O95180;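 active = single-dose well whose peak fluorescence ratio is a statistical outlier from its plate by either plate-standardised score or position-corrected B-score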
Numbers without * were called inactive.

SMILES | Cav3 T inh
O=C(Nc1cc(Sc2nc3ccccc3s2)cc([N+](=O)[O-])c1)c1ccccc1F | -1.33
O=C(NCCNC(=O)c1cc(OCC(F)(F)F)ccc1OCC(F)(F)F)Nc1cccc(C(F)(F)F)c1 | -8*
COC(=O)c1cccc(-n2nnnc2SCC(=O)Nc2nc3c(s2)CCCC3)c1 | -4.84*
Cc1cc(C)n(C(=O)c2cc3ccccc3c(=O)o2)n1 | -0.0148
CC[C@H](C)[C@@H](NC(=O)O[C@@H]1C(=O)c2cc(Br)ccc2O[C@H]1c1ccc2c(c1)OCO2)C(=O)OC | -1.06
Cc1ccc(S(=O)(=O)N(C)CC(=O)NCc2ccncc2)cc1 | 0.0277
COc1ccc(NC(=O)COc2ccc(CNCCCN3CCOCC3)cc2OC)cc1 | 1.67
CC(NC(=O)Nc1ccccc1)C(c1cccs1)N1CCN(C)CC1 (stereo not given) | 0.0951
Cn1c(NCc2ccco2)nc2ccccc21 | 0.676
CC(C)C(c1nnnn1C1CCCC1)N1CCCc2ccccc21 (stereo not given) | -3.93*
O=C(Nc1nc(N2C(=O)c3ccccc3C2=O)n(-c2ccccc2)n1)c1ccc(F)cc1 | -0.692
Cc1ccc(C(=O)NC(C)CCc2ccccc2)cc1[N+](=O)[O-] (stereo not given) | -1.24
CC(C)(C)c1cc(Br)ccc1OCC(=O)Nc1ncn[nH]1 | -1.59
CC(=O)N1CCC(N(C(=O)Nc2ccc(F)cc2)C2CCCC2)CC1 | 0.657
COc1ccc(Nc2ncc3c(n2)CC(c2ccc(OC)cc2)CC3=O)cc1 (stereo not given) | 0.0463
CCO[C@H]1OC(C(=O)Nc2ccccc2)=C[C@@H](c2cn(C(C)=O)c3ccccc23)[C@@H]1CCCO | 0.464
CCOC(=O)N1CCN(c2c(Nc3ccc4c(c3)OCCO4)c(=O)c2=O)CC1 | 0.819
O=C(c1ccc(CS(=O)(=O)c2ccc(Br)cc2)o1)N1CCN(c2ncccn2)CC1 | 0.622
CCC1Oc2ccc(C)cc2N(CC(=O)N(Cc2ccc3c(c2)OCO3)CC2CCCO2)C1=O (stereo not given) | -2.85
CC(C)NC(=O)Cn1c(SCC(=O)N2CCc3ccccc3C2)nc2ccccc21 | 1.53
CCOC(=O)c1cc(-c2ccc(/C=N\n3cnnc3)o2)ccc1Cl | 0.921
COc1ccc(-c2nc(-c3cccs3)c(-c3cccs3)[nH]2)cc1O | -2.74
CCOc1cc(CN2CCN(CCOCCO)CC2)ccc1OC | 0.592
O=C(O)c1cccc(CN2C(=O)SC(Nc3ccccc3)C2=O)c1 (stereo not given) | -0.131
Cc1cc(NCc2ccc3c(c2)OCO3)n2nc(C)nc2n1 | 0.0632

Remaining list, next part.
SMILES | Cav3 T inh
C#CCn1cc[n+](CC(=O)N(C)C)c1 | 1.77
CCN(CC)S(=O)(=O)c1ccc(NC2c3ccccc3C(=O)N2Cc2ccco2)cc1 (stereo not given) | -2.91
CCN(CC)CCCOC(=O)C(c1ccccc1)c1ccccc1 | -0.0326
COc1ccc(C#Cc2c(-c3ccc(OC)cc3)oc3ccc(-c4ccc5c(c4)OCO5)cc23)cc1 | -2.98
CCOc1ccc(C(=O)N2CCCCCC2)cc1 | 0.0934
c1c2c(cc3sc(N4CCOCC4)nc13)OCO2 | -0.446
CCCOc1ccc(C(=O)Nn2c(C)nc3ccccc3c2=O)cc1 | 0.495
CCOC(=O)CC(=O)Nc1ccc(C)cc1 | 0.373
COc1ccc(N2C(=O)C3CCCN3C2c2cccc(Br)c2)cc1 (stereo not given) | -0.321
COc1ccc2[nH]c(C)c(CCN3C(=O)OC(C)(C)C3(C)O)c2c1 (stereo not given) | 0.0166
COc1ccc(-n2ncc3c(NCCCN4CCOCC4)ncnc32)cc1 | 1.45
CC(C)OCCCNC(=O)c1cc2c(s1)CS(=O)(=O)C2 | 0.0358
CCc1sc(N2C(=O)C3C4CCC(C4=C(C)C)C3C2=O)nc1-c1ccccc1 (stereo not given) | -1.26
Cc1ccc(C)n1N1C(=O)/C(=C\c2ccc(Cl)cc2)SC1=S | 0.0289
Cc1sc(N)nc1-c1cccs1 | -0.115
NC(=O)c1ccsc1NC(=O)COC(=O)C1CCCN1C(=O)c1cccs1 (stereo not given) | 0.822
COc1cc(OC)cc(-c2nnc(SCC(=O)N3CCCC3)o2)c1 | 1.26
CN(C(=O)COC(=O)c1ccc(Cl)cc1N)C1CCS(=O)(=O)C1 (stereo not given) | -0.233
CC1(C)C2CCC1(C)C(NC1=NCCC1)C2 (stereo not given) | -0.202
COc1ccc(Cn2c(C)cc3c(c2=O)C(c2cccs2)C(C#N)=C(N)O3)cc1OC (stereo not given) | -1.71
c1ccc(Cn2c(CNc3nc4ccccc4n3CCN3CCOCC3)nc3ccccc32)cc1 | -1.81
CC(Oc1ccc(Cl)cc1Cl)C(=O)NC1CCSC1=O (stereo not given) | -0.144
O=C(NCC1CCCO1)c1ccc(N2CCCCC2)nc1 (stereo not given) | -0.602
O=C(Nc1ccc(N2CCOCC2)cc1)C1CCCN(S(=O)(=O)c2cccc(C(F)(F)F)c2)C1 (stereo not given) | 0.0739
Cc1cccc(-c2noc(CN(C)S(=O)(=O)c3cc(Cl)ccc3Cl)n2)c1 | -2.38

Part of the list above in a different format.
compound	Cav3 T inh
COc1ccc(N2C(=O)C3CCCN3C2c2cccc(Br)c2)cc1 (stereo not given)	-0.321
COc1ccc2[nH]c(C)c(CCN3C(=O)OC(C)(C)C3(C)O)c2c1 (stereo not given)	0.0166
COc1ccc(-n2ncc3c(NCCCN4CCOCC4)ncnc32)cc1	1.45
CC(C)OCCCNC(=O)c1cc2c(s1)CS(=O)(=O)C2	0.0358
CCc1sc(N2C(=O)C3C4CCC(C4=C(C)C)C3C2=O)nc1-c1ccccc1 (stereo not given)	-1.26
Cc1ccc(C)n1N1C(=O)/C(=C\c2ccc(Cl)cc2)SC1=S	0.0289
Cc1sc(N)nc1-c1cccs1	-0.115
NC(=O)c1ccsc1NC(=O)COC(=O)C1CCCN1C(=O)c1cccs1 (stereo not given)	0.822
COc1cc(OC)cc(-c2nnc(SCC(=O)N3CCCC3)o2)c1	1.26
CN(C(=O)COC(=O)c1ccc(Cl)cc1N)C1CCS(=O)(=O)C1 (stereo not given)	-0.233
CC1(C)C2CCC1(C)C(NC1=NCCC1)C2 (stereo not given)	-0.202
COc1ccc(Cn2c(C)cc3c(c2=O)C(c2cccs2)C(C#N)=C(N)O3)cc1OC (stereo not given)	-1.71
c1ccc(Cn2c(CNc3nc4ccccc4n3CCN3CCOCC3)nc3ccccc32)cc1	-1.81
CC(Oc1ccc(Cl)cc1Cl)C(=O)NC1CCSC1=O (stereo not given)	-0.144
O=C(NCC1CCCO1)c1ccc(N2CCCCC2)nc1 (stereo not given)	-0.602
O=C(Nc1ccc(N2CCOCC2)cc1)C1CCCN(S(=O)(=O)c2cccc(C(F)(F)F)c2)C1 (stereo not given)	0.0739
Cc1cccc(-c2noc(CN(C)S(=O)(=O)c3cc(Cl)ccc3Cl)n2)c1	-2.38

(list continues)
SMILES | Cav3 T inh
CCn1c(COc2cccc(OC)c2)nnc1SCC(=O)Nc1ccccc1C(=O)OC | -2.97
COc1nc(Nc2ccc(C(C)C)cc2)nc(OC)n1 | -2.47
CCOc1cccc2sc(=NC(=O)c3ccc(S(=O)(=O)N4CCOCC4)cc3)n(C)c12 | -1.07
Cc1ccc(C(=O)c2c(NC(=O)c3cccnc3)sc3c2CCCC3)cc1 | -2.89
Cc1cccc(-n2ncc3c(NCc4ccccn4)ncnc32)c1 | -0.324
C/C=C1\C(OC2OC(CO)C(O)C(O)C2O)OC=C(C(=O)OC)C1CC(=O)OCC1C(C)C(OC(=O)CC2C(C(=O)OC)=COC(OC3OC(CO)C(O)C(O)C3O)/C2=C\C)CC1C(CO)CO (stereo not given) | -0.536
Cc1ccc2nc(C)/c(=N\O)c(C)nc2c1 | 0.239
CCCn1c(=N)c(C(=O)NCC2CCCO2)cc2c(=O)n3cccc(C)c3nc21 (stereo not given) | -0.589
NC(=O)[C@@H]1CCCNc2c(I)cc([N+](=O)[O-])cc2C(=O)N[C@@H](CO)C(=O)NCC(=O)N1 | 0.0519
Cc1ccc2c(c1)-c1c(cnn1CC(=O)O)CO2 | 0.719
OCCSc1nc(-c2cccnc2)nc2ccccc12 | 0.174
Cc1ccc2[nH]c3c(c2c1)CCCC3=O | 0.128
Cc1c(C(=O)Nc2c(C)n(C)n(-c3ccccc3)c2=O)oc2ccccc12 | 0.757
O=C(O)[C@@H](O)c1ccccc1 | 0.0781
COCCNC(=O)CS(=O)Cc1nc(-c2ccc(OC)cc2)oc1C (stereo not given) | 0.781
O=C(COc1ccc(Cl)cc1)NC1CCSC1=O (stereo not given) | -0.401
CC(C)C[C@H](N)c1nnc(S(=O)(=O)Cc2ccc(F)cc2)o1 | 2.16
O=C1CC(C(=O)Nc2ccccc2)N=C(N2CCOCC2)N1 (stereo not given) | 0.0445
Cc1ccc2c(c1)c1c(n2CC(O)CN2C(=O)CNC2=O)C(=O)CCC1 (stereo not given) | 0.0433
CCOCCCNC(=O)c1c[nH]c2cc(C)ccc2c1=O | -0.000439
Cc1cc(N2CCN(Cc3ccc4c(c3)OCO4)CC2)n2ncnc2n1 | 0.637
COC(=O)Cn1ncc2c(C)n(Cc3ccccc3)c(C)c2c1=O | 0.0044
COC(=O)[C@H](CCSC)NC(=O)NCCc1ccc(F)cc1 | 0.428
O=C(NCc1ccccc1)c1ccc(CN2CCOCC2)cc1 | -0.239
COC(=O)c1ccc2c(=O)n(Cc3ccco3)c(SCC(=O)Nc3ccccc3Cl)nc2c1 | -0.776

The results go on.
SMILES | Cav3 T inh
COc1ccc(-c2nc(N)n[nH]2)cc1 | -0.136
Fc1ccc(C(c2nnnn2Cc2cccs2)N2CCN(C3CCCCC3)CC2)cc1 (stereo not given) | -0.809
Cc1cc(C(F)(F)F)nn1-c1nc(-c2ccco2)cc(C(F)(F)F)n1 | 0.208
CCCCCCCCOC(=O)CCn1[nH]c(=O)c2ccccc2c1=O | -1.12
CCOc1ccccc1NC(=O)CN(C)S(=O)(=O)c1cccc2nsnc12 | -0.0215
CCOc1cc(C2C(C(=O)N3CCCCC3)=C(C)NC3=C2C(=O)CCC3)cc(Br)c1O (stereo not given) | -1.37
COc1ccc(CNC(=O)c2c(-c3cc(Cl)c(OC)c(Cl)c3)noc2C)cc1 | -3.66
Cc1c(-c2nnc(-c3ccc(C(F)(F)F)cc3)o2)cnn1-c1ccccc1 | 0.703
N#CCCN(C(=O)c1ccco1)c1ccccc1 | 1.28
O=C(N/N=C/c1ccc2ccccc2c1)c1ccc(COc2ccc3c(c2)CCC3)o1 | -4.25
Cc1cn(-c2ccc(Br)cc2)[nH]c1=O | 0.333
COc1ccc(C2CC(c3ccc(C)cc3)Nc3nc(N)nn32)cc1 (stereo not given) | 1.3
Cc1ccc(S(=O)(=O)N2CCC(=O)N(C(COCc3ccccc3)C(C)C)CC2)cc1 (stereo not given) | -1.97
Cc1oc(-c2ccc(Cl)cc2)nc1CN1CCC(C(=O)NCCCN2CCOCC2)CC1 | 0.74
CO/N=C(/CS(=O)c1ccc(Br)cc1)c1ccc(OC)cc1 (stereo not given) | 0.85
COC(=O)COc1ccc(-c2nn(C)c(=O)c3ccccc23)cc1 | 0.347
COC(=O)Cc1cc(=O)n(-c2nc3ccccc3[nH]2)[nH]1 | -1.05
CCCCCCCC(=O)NNC(=O)Cc1ccccc1 | 0.0121
COc1ccccc1N1CCN(CC(=O)c2c(C)n(C)c3ccccc23)CC1 | 0.156
O=C(CSc1nccn1-c1ncc(C(F)(F)F)cc1Cl)c1ccc(Cl)cc1 | -2.53*
Cc1cc2cc3c(cc2nc1SCC(=O)N1c2ccccc2CC1C)OCO3 (stereo not given) | -4.09
COc1ccc(OC)c(NC(=O)CN(c2ccc(OC)c(Cl)c2)S(C)(=O)=O)c1 | -0.0333
CCCc1cc(=O)n2[nH]c(Cc3ccccc3)nc2n1 | 0.756
COc1ccc(O/C(=N\S(=O)(=O)c2ccccc2)c2ccccc2)cc1 | -0.241
CCOc1ccccc1NC(=O)c1ccc(F)c(S(=O)(=O)N2CCC3(CC2)OCCO3)c1 | -0.628

Later entries.
SMILES | Cav3 T inh
CSCCC(NS(=O)(=O)c1ccc2c(c1)OCCO2)C(=O)NCCc1ccccn1 (stereo not given) | 0.948
Cc1ccc(-n2c(=O)c3c4c(sc3n3c(C)nnc23)COC(C(C)C)C4)cc1 (stereo not given) | 0.0379
O=C(/C=N/O)NCCCn1ccnc1 | 0.102
Cc1ccc(-c2nc(NCCN3CCOCC3)c3ccccc3n2)cc1 | 2.05
Cc1cc(C(F)(F)F)n(-c2nc(C(=O)N/N=C/c3ccc(F)cc3)cs2)n1 | -1.22
COc1ccc(S(=O)(=O)N(C)c2ccc(C(N)=O)cc2)cc1 | 0.409
CC(=O)Nc1ccc(C(=O)N/N=C/c2ccccc2OC(=O)c2ccc(Cl)cc2)cc1 | 0.47
CCOC(=O)N1CCN(C(=O)CSc2nc3c([nH]c4ccccc43)c(=O)n2C)CC1 | 0.418
CCOC(=O)N1CCN(C(=O)CCSc2ccccc2)CC1 | 0.248
Cc1nn(C(=O)N2CCCCC2)c(C)c1CN1C(=O)c2ccccc2C1=O | 0.612
CCC(C)N1C(=O)CCC1C(=O)O (stereo not given) | -1.41
Nc1nc(SCC(=O)N2CCCC2)[nH]c(=O)c1NC(=O)c1ccco1 | 0.0449
Cc1ccc(S(=O)(=O)N(C)CC(=O)Nc2cccc3c2CCCC3)cc1 | -2.38
CCN1CCN(C2=NC(=O)/C(=C/c3ccc(C)o3)S2)CC1 | -0.00654
CNCCCOc1ccc(C)cc1Br | 1.28
COc1ccc(C(CC(=O)N2CCOCC2)c2c(O)cc(OC)cc2OC)cc1 (stereo not given) | 1
Cc1cc(=O)[nH]c(SCCOc2ccc3c(c2)CCC3)n1 | 0.233
COCCOC(=O)c1c(C)nc(SCC(=O)Nc2ccc(C)cc2)c(C#N)c1-c1ccco1 | -0.012
CCOC(=O)C(C)n1cnc2c(nnn2Cc2ccc(C)cc2)c1=O (stereo not given) | 0.0883
Cc1ccc(-n2c(=O)c(C#N)cc3c(=O)n4ccccc4nc32)cc1C | 0.00644
O=C(O)c1ccc(NS(=O)(=O)c2cc(Cl)ccc2Cl)cc1 | 0.0288
CCCn1nnc(NC(=O)C(C)Oc2ccc(Cl)cc2Cl)n1 (stereo not given) | -2.12
Cc1sc2ncn(CC(=O)OCC(=O)NC(C)(C)C)c(=O)c2c1C | 0.135
CCCSc1nc(N2CCOCC2)c2c(c1C#N)CC(C)(C)SC2 | -0.645

This is a subset; the hit share may differ from the screen's.
